# CXXC DNA block: inhibitors of human MLL CXXC domain-DNA interaction; actives 0.037% (n = 290,000); Q03164; MLL-CXXC / FITC-HOXA9 DNA fluorescence polarization; Potency, µM (doses to about 115 µM), without a hit: top-dose activity change, negative = inhibition, usual class: inhibitors; active means well fitted inhibition curve with a large enough effect in the polarisation, with a control signal flat, not every such curve was filed as active; inconclusive means small, poorly fitted or top-dose-only effect, or effect the other way, or a change in a side signal; inactive means no such curve, though single readings can be large or run the other way; the % refers to the polarisation; further: potency means the concentration at half of the fitted maximal effect
# Target sequence (Q03164 whole entry, looked up, the tested form may be a part): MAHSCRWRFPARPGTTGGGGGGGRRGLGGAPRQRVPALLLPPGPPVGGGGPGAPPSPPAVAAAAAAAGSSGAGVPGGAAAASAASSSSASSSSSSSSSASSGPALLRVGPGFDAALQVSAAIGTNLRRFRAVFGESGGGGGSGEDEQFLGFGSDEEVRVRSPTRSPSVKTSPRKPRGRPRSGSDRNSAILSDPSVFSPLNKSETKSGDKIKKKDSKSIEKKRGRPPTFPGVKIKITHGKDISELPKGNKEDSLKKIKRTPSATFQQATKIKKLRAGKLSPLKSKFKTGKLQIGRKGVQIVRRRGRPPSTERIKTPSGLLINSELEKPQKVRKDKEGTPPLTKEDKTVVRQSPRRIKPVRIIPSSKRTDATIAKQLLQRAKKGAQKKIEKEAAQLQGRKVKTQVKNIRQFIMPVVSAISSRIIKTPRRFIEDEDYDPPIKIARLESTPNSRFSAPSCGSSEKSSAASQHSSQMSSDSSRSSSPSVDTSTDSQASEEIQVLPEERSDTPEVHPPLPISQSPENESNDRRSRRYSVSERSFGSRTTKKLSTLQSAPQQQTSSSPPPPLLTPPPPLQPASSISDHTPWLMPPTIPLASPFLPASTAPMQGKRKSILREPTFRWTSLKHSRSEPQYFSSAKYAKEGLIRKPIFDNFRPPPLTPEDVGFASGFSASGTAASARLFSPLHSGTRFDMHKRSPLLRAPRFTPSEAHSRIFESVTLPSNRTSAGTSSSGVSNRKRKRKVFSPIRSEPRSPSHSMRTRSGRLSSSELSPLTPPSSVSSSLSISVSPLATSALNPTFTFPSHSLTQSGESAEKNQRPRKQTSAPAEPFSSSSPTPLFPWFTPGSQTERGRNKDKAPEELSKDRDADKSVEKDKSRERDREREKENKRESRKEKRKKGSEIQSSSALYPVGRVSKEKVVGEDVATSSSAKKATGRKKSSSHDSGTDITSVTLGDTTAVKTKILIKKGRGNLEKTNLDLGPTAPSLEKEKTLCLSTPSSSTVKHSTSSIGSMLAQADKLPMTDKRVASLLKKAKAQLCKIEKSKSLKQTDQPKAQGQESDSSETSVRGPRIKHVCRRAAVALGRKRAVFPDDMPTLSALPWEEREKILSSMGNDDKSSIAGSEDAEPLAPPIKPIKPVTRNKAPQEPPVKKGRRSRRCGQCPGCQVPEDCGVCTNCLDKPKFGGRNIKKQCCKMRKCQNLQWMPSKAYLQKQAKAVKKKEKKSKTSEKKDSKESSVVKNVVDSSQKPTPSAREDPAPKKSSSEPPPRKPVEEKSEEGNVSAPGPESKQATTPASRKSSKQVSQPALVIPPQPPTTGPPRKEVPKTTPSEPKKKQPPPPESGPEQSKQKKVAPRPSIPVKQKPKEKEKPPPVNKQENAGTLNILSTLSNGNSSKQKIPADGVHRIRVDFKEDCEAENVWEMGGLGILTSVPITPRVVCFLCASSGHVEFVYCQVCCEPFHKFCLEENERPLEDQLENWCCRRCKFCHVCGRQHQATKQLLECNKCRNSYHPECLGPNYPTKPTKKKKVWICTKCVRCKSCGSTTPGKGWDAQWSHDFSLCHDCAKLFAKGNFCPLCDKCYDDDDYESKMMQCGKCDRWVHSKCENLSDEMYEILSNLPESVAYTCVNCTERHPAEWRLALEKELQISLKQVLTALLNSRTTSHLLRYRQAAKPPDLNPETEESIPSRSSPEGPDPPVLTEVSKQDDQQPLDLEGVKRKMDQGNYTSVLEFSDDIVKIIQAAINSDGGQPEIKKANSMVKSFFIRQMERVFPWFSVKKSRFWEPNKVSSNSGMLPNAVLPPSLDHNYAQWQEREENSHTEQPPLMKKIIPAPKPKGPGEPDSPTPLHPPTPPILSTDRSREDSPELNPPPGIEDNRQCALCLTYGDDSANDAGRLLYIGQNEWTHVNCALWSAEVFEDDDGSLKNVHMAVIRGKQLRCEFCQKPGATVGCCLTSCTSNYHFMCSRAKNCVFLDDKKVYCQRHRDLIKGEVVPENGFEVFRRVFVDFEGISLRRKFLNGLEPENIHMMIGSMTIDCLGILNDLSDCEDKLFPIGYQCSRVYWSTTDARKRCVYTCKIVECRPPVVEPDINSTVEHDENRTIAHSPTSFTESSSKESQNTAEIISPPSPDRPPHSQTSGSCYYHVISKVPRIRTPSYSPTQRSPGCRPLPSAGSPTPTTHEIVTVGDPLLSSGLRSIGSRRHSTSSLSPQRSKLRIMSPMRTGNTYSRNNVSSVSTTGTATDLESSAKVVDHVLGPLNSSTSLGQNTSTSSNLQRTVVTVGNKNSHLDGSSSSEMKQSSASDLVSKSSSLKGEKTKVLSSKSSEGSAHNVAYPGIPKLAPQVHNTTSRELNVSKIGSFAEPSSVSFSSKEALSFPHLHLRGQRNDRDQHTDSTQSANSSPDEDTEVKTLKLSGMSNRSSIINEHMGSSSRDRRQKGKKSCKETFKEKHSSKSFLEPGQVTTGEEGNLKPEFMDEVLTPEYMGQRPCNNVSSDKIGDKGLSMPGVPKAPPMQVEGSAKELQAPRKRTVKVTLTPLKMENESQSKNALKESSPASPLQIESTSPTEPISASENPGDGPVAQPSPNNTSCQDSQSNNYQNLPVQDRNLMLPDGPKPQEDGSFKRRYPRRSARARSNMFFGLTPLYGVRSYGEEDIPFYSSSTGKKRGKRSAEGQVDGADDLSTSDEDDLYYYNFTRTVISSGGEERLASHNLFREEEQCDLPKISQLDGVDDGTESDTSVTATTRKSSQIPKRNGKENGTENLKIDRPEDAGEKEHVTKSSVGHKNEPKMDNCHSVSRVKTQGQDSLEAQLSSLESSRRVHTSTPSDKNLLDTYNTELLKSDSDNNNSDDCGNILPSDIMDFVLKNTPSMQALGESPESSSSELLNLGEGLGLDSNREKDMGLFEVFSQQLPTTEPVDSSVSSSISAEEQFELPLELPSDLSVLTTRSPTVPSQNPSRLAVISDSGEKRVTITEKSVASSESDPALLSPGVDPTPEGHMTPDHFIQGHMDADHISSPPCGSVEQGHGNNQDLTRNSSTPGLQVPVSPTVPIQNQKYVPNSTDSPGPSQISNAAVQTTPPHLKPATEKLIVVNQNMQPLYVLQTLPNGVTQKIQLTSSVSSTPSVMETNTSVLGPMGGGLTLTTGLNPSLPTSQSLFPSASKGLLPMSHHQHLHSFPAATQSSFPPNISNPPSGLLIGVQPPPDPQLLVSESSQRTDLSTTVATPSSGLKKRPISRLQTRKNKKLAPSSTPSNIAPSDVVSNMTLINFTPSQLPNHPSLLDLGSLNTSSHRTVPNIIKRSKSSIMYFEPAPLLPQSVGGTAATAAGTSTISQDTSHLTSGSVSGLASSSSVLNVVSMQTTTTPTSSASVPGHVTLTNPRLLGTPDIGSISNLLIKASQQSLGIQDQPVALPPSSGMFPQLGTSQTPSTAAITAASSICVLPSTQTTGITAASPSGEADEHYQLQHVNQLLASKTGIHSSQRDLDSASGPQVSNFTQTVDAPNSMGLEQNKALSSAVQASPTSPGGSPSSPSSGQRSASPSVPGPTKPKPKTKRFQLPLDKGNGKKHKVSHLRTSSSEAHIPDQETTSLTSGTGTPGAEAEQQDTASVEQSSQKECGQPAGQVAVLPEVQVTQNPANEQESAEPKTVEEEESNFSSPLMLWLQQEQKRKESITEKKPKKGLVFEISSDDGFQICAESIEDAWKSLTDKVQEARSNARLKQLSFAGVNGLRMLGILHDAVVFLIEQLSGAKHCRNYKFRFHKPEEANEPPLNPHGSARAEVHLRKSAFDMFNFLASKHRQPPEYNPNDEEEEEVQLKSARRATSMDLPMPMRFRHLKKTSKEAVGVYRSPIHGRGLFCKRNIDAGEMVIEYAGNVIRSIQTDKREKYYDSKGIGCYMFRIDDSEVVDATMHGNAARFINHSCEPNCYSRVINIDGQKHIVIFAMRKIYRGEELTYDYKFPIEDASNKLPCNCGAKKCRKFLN
#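 Steps: dispense CXXC domain solution (7 uM) → pin compounds or unlabeled HOX-A9 DNA control → 5 min ambient → add FLSN-HOX-A9 solution (50 nM) → spin → 30 min ambient → fluorescence polarization. Tris pH 7.5/NaCl/DTT/BSA buffer.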
# FBPA coupling cs: counter-screen for Giardia aldolase inhibitors: coupling enzyme system | activity change, negative = inhibition, % at 58.2 µM, hits read low | coupling enzyme system counterscreen, AmpLite Red fluorescence | actives 0.67% (n = 290,000) | AID 2472; in the data active means activity change below about -30%; further: on the % scale 0 is the no-effect control and ±100 the full control effect
#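 Activity here indicates interference with the coupling reaction, not aldolase inhibition. Compounds at 57.5 uM final met coupling enzymes for 10 min at RT; substrate and AmpLite Red detection followed, with a 525/598 nm fluorescence read after 20 min.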
# * = called active by the depositor; u = inconclusive; x = no result given; [ ] = remark or other dose. Only part of the results is shown; count on the stated rates, not on these rows.
No.	molecule	CXXC DNA block	FBPA coupling cs
1	COC(=O)c1cccc(C23CC4(C2)[C@H](CN(C)[C@@H]4c2ccccc2)C3c2ccc(Cl)nc2)c1 (stereo not given in full)	x	0
2	CCOC(=O)OCC1OC(CCc2ccccc2)CCC1Oc1ccc(OC)cc1 (stereo not given)	x	2
3	CC1(OC(=O)C2CCCC2)C(=O)C=C2C=C3CCCN3C=C2C1=O (stereo not given)	x	-11
4	COCC(=O)N1CCC2(CC1)CCN(c1ccncc1)CC2	x	4
5	CNC(=O)[C@H]1O[C@H](n2cnc3c(NCc4cccc(I)c4)nc(Cl)nc32)[C@@H](O)[C@@H]1O	x	-1
6	CC/C=C\C/C=C\C/C=C\C/C=C\C/C=C\C/C=C\CCC(=O)NCCc1ccc(O)c(O)c1	x	0
7	COC(=O)c1c(OC)cc2c(c1C)Oc1c(Cl)c(O)c(Cl)c(C)c1C(=O)O2	x	15
8	CCOC(=O)OCC1OC(c2ccccc2)C=CC1Oc1cccc(N(C)C)c1 (stereo not given)	x	-2
9	CC(C)(C)C(=O)NC(c1ccc(Cl)cc1)[C@]1(C)C[C@H]1C1CCCCC1 (stereo not given in full)	x	-4
10	CO[C@H]1COC(=O)C/C=C\[C@H](C)[C@@H](OC)COC(=O)[C@H](C)COC(=O)C/C=C\[C@@H]1C	x	3
11	CCCn1c(-c2ccc(F)cc2)nc2c(NCCCCN3CCCC3)nc(C)nc21	x	0
12	CCCCCC(=O)Cc1cc(O)cc(O)c1C(=O)Oc1cc(CC(=O)CCCCC)c(C(=O)O)c(OC)c1	x	0

# Profiles as entered above. Values in the order: CXXC DNA block	FBPA coupling cs
# CC1(OC(=O)C2CCCC2)C(=O)C=C2C=C3CCCN3C=C2C1=O (stereo not given) as listed: x	-11
# CO[C@H]1COC(=O)C/C=C\[C@H](C)[C@@H](OC)COC(=O)[C@H](C)COC(=O)C/C=C\[C@@H]1C as listed: x	3
# CCOC(=O)OCC1OC(c2ccccc2)C=CC1Oc1cccc(N(C)C)c1 (stereo not given) as listed: x	-2

# Continuation:
No.	molecule	CXXC DNA block	FBPA coupling cs
13	CCCCCCCCCCCCC/C=C/[C@@H](O)[C@H](CO)N(C)C	x	-2
14	CN(C)c1ncc2nc(-c3ccc(F)cc3)c(=O)n(C[C@H]3CCCO3)c2n1	x	-1
15	COc1ccc2c(c1)OC/C(=C/c1ccc(OC)c(OC)c1)C2=O	x	0
16	CCc1c2c(nc3ccc(OC)cc13)COC2	x	-12
17	COC(=O)N1CC=CC1(C)C(=O)NCc1ccc(C)o1 (stereo not given)	x	-8
18	CCC1=C2CC[C@H]3C(=O)N(C)C(=O)[C@H]3[C@H]2[C@@]2(C)C(=O)N(CC3CC3)C(=O)N2C1=O	x	-1
19	C/C(CCN1CCc2nc(-c3ccccc3)c(-c3ccccc3)cc2C1)=N\OC[C@@H](O)COCc1ccco1	x	2
20	CC1=C(C(=O)OCc2ccccc2)C(C2CCCCC2)NC(=O)N1CCCCCC(=O)O (stereo not given)	x	16
21	COC(=O)/C(=C1/OC(=O)C(c2ccccc2)=C1O)c1ccccc1	x	14
22	Cn1cccc1C(=O)N1CCC2(CC1)CN(C(=O)Nc1cccc(C#N)c1)C2	x	0
23	COC(=O)[C@H](Cc1ccccc1)NC(=O)O[C@@H]1Cc2cc(OC)ccc2O[C@H]1c1cccc(OC)c1	x	3
24	C=C(C)C1CC=C(C)C(O)C1 (stereo not given)	x	3
25	Cc1noc(C)c1-c1nc(NC2CCNCC2)c2ccccc2n1	x	0
26	O=C(O)c1ccccc1Cc1ccccc1	x	5
27	C=C/C1=C/Cc2ccccc2C(C[N+](=O)[O-])C(C(=O)OC)(C(=O)OC)C1 (stereo not given)	x	2
28	CC(=O)N1CCC[C@@]2(CCN(Cc3ccc(C#N)cc3)C2)C1	x	1
29	CC(C)c1c(C(=O)Nc2ccccc2)c(-c2ccccc2)c(-c2ccc(F)cc2)n1CC[C@@H](O)C[C@@H](O)CC(=O)O	x	2
30	COc1ccc2c(c1)C(=O)[C@H](OC(=O)NCc1ccc3c(c1)OCO3)[C@@H](c1ccc(OC)c(Br)c1)O2	x	4
31	COCCCCCCCCCCCC(=O)O	x	1
32	CC(=O)N[C@H]1C(O[C@@H]2O[C@H](C[C@@H](O)[C@H]3O[C@@H](N4CCC(=O)NC4=O)[C@H](O)[C@@H]3O)[C@H](O)[C@H](O)[C@H]2NC(=O)/C=C/CCCCCCCCCCC(C)C)OC(CO)[C@@H](O)[C@@H]1O (stereo not given in full)	x	4
33	CC(=O)OCC(=O)[C@@]1(O)CCC2C3CC(C)C4=CC(=O)C=CC4(C)C3C(O)CC21C (stereo not given in full)	x	0
34	C=C1C(=O)OC2CC1C(OC(C)=O)CC(C)=CCCC(C)=CCC[C@@]2(C)O (stereo not given in full)	x	1
35	COc1cc2oc(=O)cc(-c3ccc(-c4sccc4C=O)cc3)c2c(OC)c1OC	x	4
36	COCCn1c(=O)c(-c2ccc(Cl)cc2)nc2cnc(N3CCOCC3)nc21	x	2
37	COc1ccc(OC)c(-c2ccc(C(=O)O)o2)c1	x	10
38	COC(=O)NC(/C=C/c1ccco1)[C@@]1(C(=O)OC)CCCC1=O (stereo not given in full)	x	-3
39	C(=C\c1nc(-c2ccccc2)oc1Nc1ccc2ccccc2c1)/c1ccccc1	x	1
40	COCCn1c(=O)c(C)nc2cnc(N(C)C)nc21	x	1
41	O=C1OCCC=C1[C@@H](O)CCc1ccccc1	x	2
42	CCCc1c(OCCCOc2ccc(OCC(=O)O)cc2)ccc(CC=O)c1O	x	12
43	O=c1c(-c2cccs2)nc2cnc(Oc3cccc(Cl)c3)nc2n1C1CC1	x	-1
44	COCCn1c(=O)c(C)nc2cnc(N3CCOCC3)nc21	x	1
45	O=c1c(O)c(-c2ccc(O)cc2)oc2ccccc12	x	0
46	NCCCC[C@H](NC(=O)[C@H](CS)NC(=O)[C@@H](N)Cc1cnc[nH]1)C(=O)N[C@@H](Cc1ccccc1)C(=O)N[C@@H](Cc1c[nH]c2ccccc12)C(=O)N[C@@H](Cc1c[nH]c2ccccc12)C(=O)O	x	1
47	NCCC[C@@H](CC(=O)N[C@@H]1CCCC[C@H]1C(=O)N[C@H](CC(=O)N[C@@H](CCC(=O)O)CC(=O)O)Cc1c[nH]c2ccccc12)NC(=O)C[C@H](Cc1c[nH]c2ccccc12)NC(=O)[C@@H]1CCCC[C@H]1N	x	-2
48	Cc1ccc2oc(-c3ccccc3)c(O)c(=O)c2c1	x	2
49	CCCCC(=O)O[C@]1(C(=O)CO)CCC2C3CCC4=CC(=O)CCC4(C)C3C(O)CC21C (stereo not given in full)	8%	x
50	CCCCO	-7%	x
51	O=[n+]1ccn([O-])c2ccccc21	-4%	x
52	O=C(Nc1cccc(C(F)(F)F)c1)c1cc(Br)cc(Br)c1O	-2%	x
53	Cc1ccc2c(Br)cc(Br)c(O)c2n1	-10%	x
54	Cc1cncc(C(=O)O)[n+]1[O-]	-4%	x
55	Cc1cc(C)c(NC(=O)C[C@H](CC(=O)O)c2cccc3ccccc23)c(C(=O)N2CCC3(CCCC3)CC2)c1	-6%	x
56	Cc1ccc(O)c2ncccc12	2%	x
57	COC(=O)C1=C(C#N)NC(C)=C(C(=O)OC(C)C)C1c1cccc([N+](=O)[O-])c1 (stereo not given)	3%	x
58	Oc1ccc(C(O)CNCCCCCCNCC(O)c2ccc(O)c(O)c2)cc1O (stereo not given)	-3%	x
59	CO/N=C(/C(=O)N[C@@H]1C(=O)N2C(C(=O)O)=C(CSC(=O)c3ccco3)CSC12)c1csc(N)n1 (stereo not given in full)	67%[activator]	x
60	CO[C@H]1/C=C/O[C@@]2(C)Oc3c(C)c(O)c4c(O)c(c(/C=N\N5CCN(C6CCCC6)CC5)c(O)c4c3C2=O)NC(=O)/C(C)=C\C=C\[C@H](C)[C@H](O)[C@@H](C)[C@@H](O)[C@@H](C)[C@H](OC(C)=O)[C@@H]1C	-3%	x
61	O=C(O)CCCCC(=O)O	-8%	x
62	C[C@]12CC[C@H]3c4ccc(O)cc4CC[C@@H]3[C@H]1CC[C@@H]2OC(=O)CCC1CCCC1	7%	x
63	COC1C(OC(=O)/C=C/C=C/C=C/C=C/C(=O)O)CCC2(CO2)C1C1(C)OC1CC=C(C)C (stereo not given)	-6%	x
64	O[C@@H]1CO[C@H]2[C@@H]1OC[C@@H]2O	6%	x
65	[O-][n+]1ccccc1SSc1cccc[n+]1[O-]	-27%	x
66	OCCCNc1ccccc1	-5%	x
67	CC(O)CN(CCN(CC(C)O)CC(C)O)CC(C)O (stereo not given)	-5%	x
68	C=CC[N+]1([C@H]2C[C@H]3[C@@H]4CC[C@H]5C[C@H](O)[C@@H](N6CCOCC6)C[C@]5(C)[C@H]4CC[C@]3(C)[C@H]2OC(C)=O)CCCC1	-1%	x
69	Cc1c(C(=O)NN2CCCCC2)nn(-c2ccc(Cl)cc2Cl)c1-c1ccc(Cl)cc1	0%	x
70	CCOC(C)OCC	2%	x
71	O=C(O)c1cc(N=Nc2ccc(O)c(C(=O)O)c2)ccc1O	-9%	x
72	NC(=NCCC[C@H](N)C(=O)O)NO	27%	x

# (more compounds)
No.	molecule	CXXC DNA block	FBPA coupling cs
73	CC(C)(C)C(=O)OCOP(=O)(COCCn1cnc2c(N)ncnc21)OCOC(=O)C(C)(C)C	1%	x
74	CCSC(N)=Nc1ccc(C(F)(F)F)cc1	-16%	x
75	S=C=Nc1ccc(N=C=S)cc1	21%	x
76	CCCCCCCCCCCCCC[N+](C)(C)C	0%	x
77	C=C[C@@]1(C)C[C@H](OC(=O)CSC(C)(C)CNC(=O)[C@@H](N)C(C)C)[C@@]2(C)C(C)CC[C@@]3(CCC(=O)[C@@H]32)[C@H](C)[C@H]1O (stereo not given in full)	2%	x
78	C/C(=C(/CCOC(=O)C(C)C)SS/C(CCOC(=O)C(C)C)=C(\C)N(C=O)Cc1cnc(C)nc1N)N(C=O)Cc1cnc(C)nc1N	-8%	x
79	S=C1NC=NC2N=CNC12 (stereo not given)	u	x
80	C#C[C@]1(O)CC[C@H]2[C@H]3[C@H](CC[C@@]21C)C1=C(CC(=O)CC1)C[C@@H]3C	4%	x
81	CN1C(C(=O)Nc2ccccn2)C(=O)c2sc(Cl)cc2S1(=O)=O (stereo not given)	-7%	x
82	Cc1ccc(S(=O)(=O)NCl)cc1	3%	x
83	OC[C@H](S)CS	-4%	x
84	CC(=O)N[C@@H]1C(O[C@H]2O[C@H](C(=O)O)C(O)[C@H](O)[C@H]2O)[C@H](O)[C@@H](CO)O[C@H]1O[C@@H]1C(C(=O)O)O[C@@H](O[C@H]2[C@H](O)[C@@H](CO)OC(O)[C@@H]2NC(C)=O)[C@H](O)[C@H]1O (stereo not given in full)	1%	x
85	NC(CS)C(=O)O (stereo not given)	-4%	x
86	CCCCCCCCCCCCCCCC(=O)OC(C)C	-5%	x
87	CC(=O)NC1[C@H](O)C[C@@](O)(C(=O)O)O[C@H]1[C@H](O)[C@H](O)CO (stereo not given in full)	12%	x
88	CC[C@@]1(O)C[C@H](O[C@H]2C[C@@H](N(C)C)[C@@H](O[C@H]3C[C@@H](O)[C@@H](O[C@H]4CCC(=O)[C@@H](C)O4)[C@@H](C)O3)[C@@H](C)O2)c2c(cc3c(c2O)C(=O)c2c(O)cccc2C3=O)[C@H]1C(=O)OC	u	x
89	Cc1cc(C)c(NC(=O)CN(CC(=O)O)CC(=O)O)c(C)c1Br	4%	x
90	OCc1ccccc1	4%	x
91	Nc1ccc(S(=O)(=O)Nc2ccccc2)cc1	u	x
92	CCCCC(=O)OCC(=O)[C@]1(O)Cc2c(O)c3c(c(O)c2[C@H](OC2CC(NC(=O)C(F)(F)F)C(O)C(C)O2)C1)C(=O)c1c(OC)cccc1C3=O (stereo not given in full)	-3%	x
93	Cc1cccc(C)c1NC(=O)CC12CCCN1CCC2	0%	x
94	Cc1ccccc1N1C(=O)c2cc(N)ccc2N/C1=C\F	-1%	x
95	COc1ccc(Cc2cnc(N)nc2N)cc1OC	1%	x
96	C=CCN1CCCC1CNC(=O)c1cc(S(N)(=O)=O)cc(OC)c1OC (stereo not given)	7%	x
97	FC(F)(F)COCC(F)(F)F	11%	x
98	O=C(O)CCCC/C=C(\c1ccccc1)c1cccnc1	1%	x
99	Cc1c(C)c2c(c(C)c1O)CCC(C)(CN1CCN(c3cc(N4CCCC4)nc(N4CCCC4)n3)CC1)O2 (stereo not given)	32%[activator]	x
100	CCCCCCCCCCCC(=O)OCC(O)CO (stereo not given)	12%	x
101	Cc1cc2c(OCC(CNC(C)(C)C)OC(=O)c3ccccc3)cccc2[nH]1 (stereo not given)	-3%	x
102	CCC(C)(C)c1ccc(CC(C)CN2C[C@@H](C)O[C@@H](C)C2)cc1 (stereo not given in full)	18%	x
103	CN1C(=O)C[C@@H](C(=O)N[C@@H](Cc2cnc[nH]2)C(=O)N2CCC[C@H]2C(N)=O)NC1=O	11%	x
104	Cc1ncc(COP(=O)(O)O)c(C=O)c1O	-1%	x
105	O=S1(=O)OC(c2ccc(O)cc2)(c2ccc(O)cc2)c2ccccc21	-6%	x
106	C#Cc1cccc(Nc2ncnc3cc(OCCOC)c(OCCOC)cc23)c1	-4%	x
107	OC[C@H]1O[C@@H](n2cnc3c(Nc4ccccc4)ncnc32)[C@H](O)[C@H]1O	-13%	x
108	NC(=O)[C@@H]1CCCN1C(=O)[C@H](Cc1cnc[nH]1)NC(=O)[C@@H]1CCC(=O)N1	1%	x

# Screens from PubChem.
